# Assay outcomes deposited in PubChem BioAssay by National Center for Advancing Translational Sciences (NCATS).
# Giardia FBPA inh – qHTS Assay for Inhibitors of Fructose-1,6-bisphosphate Aldolase from Giardia Lamblia | A8B2U2 | purified Giardia FBPA | Potency, µM (titrated, usually from 59.6 µM), for the others: top-dose activity, negative = inhibition, hits mostly inhibitors | actives 0.71% (n = 290,000) | AID 2451, 2010; active = well fitted inhibition curve with a large enough effect; inconclusive = small, poorly fitted or top-dose-only effect, or effect the other way; note: nearly all actives have a fitted effect of over 55% in size
# Target sequence (A8B2U2 whole entry, looked up): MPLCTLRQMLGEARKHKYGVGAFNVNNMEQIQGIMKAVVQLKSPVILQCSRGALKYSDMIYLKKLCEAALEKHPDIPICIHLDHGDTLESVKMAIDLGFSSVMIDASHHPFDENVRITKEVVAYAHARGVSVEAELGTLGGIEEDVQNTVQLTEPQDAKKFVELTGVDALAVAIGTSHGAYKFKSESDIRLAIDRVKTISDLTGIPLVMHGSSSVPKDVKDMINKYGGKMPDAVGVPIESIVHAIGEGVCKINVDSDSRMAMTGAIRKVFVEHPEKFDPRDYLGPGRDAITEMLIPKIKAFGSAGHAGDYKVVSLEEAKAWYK
#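 40 nM FBPA preincubated 10 min at RT with compound (up to 57.5 uM final), then substrate plus GAPDH/TPI/NAD/arsenate coupling and diaphorase/resazurin added. Fluorescence read after 20 min at RT, 525/598 nm.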
# Active calls of the source: *; ? = inconclusive; & = joins results of further samples; [ ] = dose if it differs, or a comment. % is set by controls: 0 for no effect and ±100 for the full control effect; potency is the fitted concentration of half-maximal effect. A portion of the library (hit frequency here may not be typical).
SMILES,Giardia FBPA inh
O=C(Oc1cc(OC(=O)c2ccccc2)c2c(c1)OC(c1ccc(OC(=O)c3ccccc3)c(OC(=O)c3ccccc3)c1)[C@@H](OC(=O)c1ccccc1)C2)c1ccccc1 (some centres undefined),1%
O=c1c(-c2ccc(Cl)cc2)nc2cnc(N3CCNCC3)nc2n1CCc1ccccc1,2%
CCOCC,2%
COc1ncc2nc(C)c(=O)n(CCc3ccccc3)c2n1,5%
CNC(=O)[C@]1(C(F)(F)F)C[C@H](CCC2CCCCC2)CCCO1,-7%
CN1CCCC2(CCN(C(=O)c3cccn3C)CC2)C1,5%
Cc1ccc(S(=O)(=O)N[C@H]2COC(=O)C/C=C\[C@H](C)[C@@H](NS(=O)(=O)c3ccc(C)cc3)COC(=O)C/C=C\[C@@H]2C)cc1,3%[12.9 µM]
CCNc1ncc2nc(-c3ccc(F)cc3)c(=O)n(CCOC)c2n1,1%
O=C(c1csnn1)N1CCC[C@@]2(CCN(c3cccc(-c4ccccc4)c3)C2)C1,-7%
CS(=O)(=O)Nc1cccc(-c2ccc3ncnc(N4CCOCC4)c3c2)c1,5%
COC(=O)c1ccc(C(NC(=O)OCc2ccccc2)/C(F)=C/[C@@H](C)C(=O)NCc2cccnc2)cc1 (some centres undefined),1%
O=c1c(-c2ccc(F)cc2)nc2cnc(N3CCNCC3)nc2n1Cc1ccc(F)cc1,-1%
O=C(O)c1ccc(-c2c3nc(c(-c4ccc(C(=O)O)cc4)c4ccc([n-]4)c(-c4ccc(C(=O)O)cc4)c4nc(c(-c5ccc(C(=O)O)cc5)c5ccc2[n-]5)C=C4)C=C3)cc1.[Mn+3],-20%&1%
CCC(=O)CC(NC(=O)OC)c1ccc(F)cc1 (centres undefined),1%[12.9 µM]
Cc1ccc(F)c(C2C3C=CCCC3(C)C(=O)N2Cc2ccccc2)c1 (centres undefined),21%
CCC/C=C(\CCC)C(NP(=O)(c1ccccc1)c1ccccc1)c1ccc(C(F)(F)F)cc1 (centres undefined),-8%
C[C@@H](N)Cn1ccc2cc(F)c(Cl)cc21,4%
CS(=O)(=O)Nc1cccc(-c2cncnc2-n2ccnc2)c1,-8%
CN(C)CC1CCn2c(c(C3=C(c4cn(C)c5ccccc45)C(=O)NC3=O)c3ccccc32)C1 (centres undefined),-8%
COC(=O)C1=C(C)NC(C)=C([N+](=O)[O-])[C@H]1c1ccccc1C(F)(F)F,-16%
CC(=O)N[C@H](c1ccccc1)[C@@]1(C)C[C@@H]1[C@@H](C)C(=O)Nc1ccc2ccccc2c1,-3%
COc1cccc(-c2nc(NCCNC(C)=O)c3ccccc3n2)c1,-6%
O=C(c1ccncc1)N1CCC[C@@]2(CCN(c3ccccn3)C2)C1,0%
CN(C)c1ncc2nc(-c3ccc(Cl)cc3)c(=O)n(C[C@H]3CCCO3)c2n1,3%
COc1ccc(Oc2ncc3nc(C)c(=O)n(C4CC4)c3n2)cc1,-10%
OCC1OC(/C=C\c2ccccc2)C=CC1Oc1ccc2c(c1)OCO2 (centres undefined),-6%[12.9 µM]
CCCCCCc1ccc(C(=O)CCN(C)C)cc1,-1%
COCC1=C2c3ccccc3[C@H](C[N+](=O)[O-])C(C(=O)OC)(C(=O)OC)C[C@@H]2n2c(=O)n(-c3ccccc3)c(=O)n2C1,-5%&0%&1%
CC(C)[C@H](NC(=O)OC(C)(C)C)[C@@H](O)CC(=O)OC(C)(C)C,1%[12.9 µM]
CCCCC/C=C\C/C=C\C/C=C\C/C=C\CCCC(=O)O[C@@H](CO)COCCCCCCCCCCCCCCCC,-2%

# A second format for 13 compounds above:
SMILES	Giardia FBPA inh
C[C@@H](N)Cn1ccc2cc(F)c(Cl)cc21	4%
CS(=O)(=O)Nc1cccc(-c2cncnc2-n2ccnc2)c1	-8%
CN(C)CC1CCn2c(c(C3=C(c4cn(C)c5ccccc45)C(=O)NC3=O)c3ccccc32)C1 (centres undefined)	-8%
COC(=O)C1=C(C)NC(C)=C([N+](=O)[O-])[C@H]1c1ccccc1C(F)(F)F	-16%
CC(=O)N[C@H](c1ccccc1)[C@@]1(C)C[C@@H]1[C@@H](C)C(=O)Nc1ccc2ccccc2c1	-3%
COc1cccc(-c2nc(NCCNC(C)=O)c3ccccc3n2)c1	-6%
O=C(c1ccncc1)N1CCC[C@@]2(CCN(c3ccccn3)C2)C1	0%
CN(C)c1ncc2nc(-c3ccc(Cl)cc3)c(=O)n(C[C@H]3CCCO3)c2n1	3%
COc1ccc(Oc2ncc3nc(C)c(=O)n(C4CC4)c3n2)cc1	-10%
OCC1OC(/C=C\c2ccccc2)C=CC1Oc1ccc2c(c1)OCO2 (centres undefined)	-6%[12.9 µM]
CCCCCCc1ccc(C(=O)CCN(C)C)cc1	-1%
COCC1=C2c3ccccc3[C@H](C[N+](=O)[O-])C(C(=O)OC)(C(=O)OC)C[C@@H]2n2c(=O)n(-c3ccccc3)c(=O)n2C1	-5%&0%&1%
CC(C)[C@H](NC(=O)OC(C)(C)C)[C@@H](O)CC(=O)OC(C)(C)C	1%[12.9 µM]

# New compounds follow:
SMILES,Giardia FBPA inh
CC(=O)[C@H]1[C@H](C#N)CC2C3CC=C4C[C@@H](O)CCC4(C)C3CCC21C (some centres undefined),3%
O=c1cnc2cnc(Oc3ccccc3)nc2n1CCc1ccccc1,-1%
CC(S)C(=O)NCC(=O)O (centres undefined),-12%
CN(C)c1ncc2ncc(=O)n(CCc3ccccc3)c2n1,6%
c1ccc([C@H]2NCCc3c2[nH]c2ccccc32)cc1,-5%[12.9 µM]
CC(=O)Nc1ccc(-c2nc3ccc(Cl)cc3[nH]2)cc1,2%
COc1ccc(-n2c(=O)c(CCc3ccccc3)nc3cnc(N4CCN(C)CC4)nc32)cc1,3%
Cc1ccc2c(c1)C(=O)C1(O)CCN(c3ccccc3)C1=N2 (centres undefined),-4%
O=C(c1cnccn1)N1CCC2(CC1)CCN(C(c1ccccc1)c1ccccc1)CC2,1%
COC(=O)[C@H]1C[C@H]2CC[C@H](O)C[C@H]2N1Cc1c(F)cccc1Cl,-6%
CCOC(=O)N1CCN([N+]([O-])=NOc2cc(O/N=[N+](\[O-])N(CC)CC)c([N+](=O)[O-])cc2[N+](=O)[O-])CC1,?
CN(C)Cc1ccccc1-c1nccc(N(C)Cc2ccco2)n1,7%
COc1cccc(-c2ccc3ncnc(NCc4ccc(OC)cc4OC)c3c2)c1,-2%
COc1ccc2c(c1)O[C@@H]1c3ccc(OC)cc3OCC21 (some centres undefined),3%
O=C(Oc1ccccc1)N1CCC[C@@]2(CCN(c3ccccn3)C2)C1,8%
CCCCC[C@@H](/C=C/C=C\CCCCCCCCCC(=O)O)OO,4%
CC[C@H](c1ccc(O)cc1)[C@@H](CC)c1ccc(O)cc1,2%[21.7 µM]
CC(C)(C)NC[C@@H](O)COc1cccc2[nH]c(C#N)cc12,-10%
Fc1ccc(Nc2nc(-c3ccoc3)nc3ccccc23)cc1,-7%
Cc1nc2cnc(N3CCN(C)CC3)nc2n(CCC#N)c1=O,3%
CO/N=C(/C(=O)NC1C(=O)N2C(C(=O)O)=C(CSc3nc(=O)c(O)nn3C)CSC12)c1csc(N)n1 (centres undefined),?
N#Cc1cccc(NC(=O)N2CCC3(CC2)CCN(C(=O)c2csnn2)CC3)c1,4%
CCOC(=O)OCC1OC(C#Cc2ccccc2)C=CC1Oc1cccc(N(C)C)c1 (centres undefined),-6%[12.9 µM]
CCOC(=O)OCC1OC(c2cc(C)cc(C)c2)C=CC1OC(=O)OCC (centres undefined),-1%[12.9 µM]
COc1ccccc1CNc1ncncc1-c1ccccc1C,-1%
COc1ccc(O[C@H]2C=C[C@@H](c3ccccc3)O[C@H]2CO/N=C2/c3cc(OC)ccc3O[C@@H](c3cccc(OC)c3)[C@H]2O)cc1,0%[12.9 µM]
Cc1ccc(S(=O)(=O)n2c3ccccc3c3nnc(C(=O)c4ccccc4)nc32)cc1,0%[12.9 µM]
Nc1ncnc2c1nc(Sc1ccc(Cl)cc1)n2[C@H]1O[C@@H]2COP(=O)(O)O[C@H]2[C@@H]1O,-1%
NCC(N)C(=O)c1ccccc1 (centres undefined),-14%
C[C@H](Cc1ccccc1)Nc1ncnc2c1ncn2[C@@H]1O[C@H](CO)[C@H](O)[C@H]1O,-5%
COC(=O)[C@@H](NC(=O)O[C@@H]1C(=O)c2ccc(OC)cc2O[C@H]1c1ccc2c(c1)OCO2)C(C)C,-1%
COc1ccc(C(=O)N2CCC3(CCN(Cc4ccccc4OC)CC3)CC2)cc1,3%
Cc1cnc(CNc2ccnc(-c3cccc(NS(C)(=O)=O)c3)n2)cn1,5%
O=C(NC(Cc1cc(=O)[nH]c2ccccc12)C(=O)O)c1ccc(Cl)cc1 (centres undefined),5%
CCCNC(=O)OC[C@@H]1O[C@H](CCO/N=C(\C)CCN2CCc3nc(-c4ccccc4)c(-c4ccccc4)cc3C2)C=C[C@@H]1Oc1ccc(OC)cc1,1%[12.9 µM]
CN(C)[C@@H]1C(=O)C(C(N)=O)=C(O)[C@]2(O)C(=O)C3=C(O)c4c(O)ccc(Cl)c4[C@H](O)[C@H]3C[C@@H]12,-19%[21.7 µM]
C[C@]12CCC3C(CC[C@]4(O)C[C@@H](O)CC[C@]34C=O)[C@@]1(O)CC[C@@H]2C1=CC(=O)OC1 (some centres undefined),3%
CCC(C=C[C@@H]1OC(=O)C=C[C@H]1C)=C[C@H](C)CC=CC(C)=C[C@@H](C)C(=O)[C@@H](C)[C@H](O)[C@@H](C)CC(C)=CC(=O)O,?
CS(=O)(=O)N1CCC2(CCN(c3ccccc3)CC2)CC1,10%
CC(C)(C)NC[C@@H](O)COc1ccccc1C1CCCC1,1%[21.7 µM]
O=C(c1cnccn1)N1CCC[C@@]2(CCN(c3ccccn3)C2)C1,1%
CCC(CCC(C)C1CCC2C3CC=C4CC(O)CC[C@@]4(C)C3CC[C@@]12C)C(C)C (some centres undefined),9%
CSCC[C@H](NC(=O)[C@H](CC(C)C)NC(=O)CNC(=O)[C@H](Cc1ccccc1)NC(=O)[C@H](Cc1ccccc1)NC(=O)[C@H](CCC(N)=O)NC(=O)[C@H](CCC(N)=O)NC(=O)[C@@H]1CCCN1C(=O)[C@H](CCCCN)NC(=O)[C@@H]1CCCN1C(=O)[C@H](CCCN=C(N)N)NC(=O)CCCCC1SCC2NC(=O)NC21)C(N)=O (some centres undefined),-1%
CCCCC[C@H](O)/C=C/C=C\CCCCCCCC(=O)O,1%
COc1cccc([C@@H]2Oc3ccc(Br)cc3C[C@H]2OC(=O)NCCc2ccc(OC)c(OC)c2)c1,1%
CS(=O)(=O)N1CCC2(CC1)CN(c1ccncc1)C2,-9%
CCCCc1nc2c(c3c1C[C@H](C)OC3)CN(S(=O)(=O)c1ccc(C#N)cc1)CC2,5%[12.9 µM]
O=C1CCC[C@@H]2CC(NCc3ccc(Cl)c(Cl)c3)C[C@@H]3CCN1[C@H]23 (some centres undefined),4%[89.2 µM]
Oc1ccc2c(c1-c1c(O)c(Br)cc3c1CCCC3)CCCC2,-5%
CCCN1CCC(=O)N(C(CSc2ccc(Br)cc2)CC(C)C)CC1 (centres undefined),6%
CC(=O)Nc1ccn(C2OC(C(COC(C)=O)NC(=O)C(Cc3ccccc3)NC(=O)OC(C)(C)C)C(OC(C)=O)C2OC(C)=O)c(=O)n1 (centres undefined),0%
C[C@@H]1CCC2[C@](C)(CO)[C@@H](O)CC[C@]2(C)[C@]12CCC(CO)(CCO)O2 (some centres undefined),0%
O=C(c1cc(C(F)(F)F)cc(C(F)(F)F)c1)N1CCC2(CC1)CN(c1ccccn1)C2,-5%
C[C@@H]1C[C@@H]([C@@H](C)CC2CC(=O)NC(=O)C2)C(=O)[C@@H](C)C1,3%
CCCn1c(C)nc2c(N(C)CCN(C)C)nc(C)nc21,2%
CSC(N)=NCCCC(N)C(=O)O (centres undefined),4%
CCC1C(C)=NN=C(c2ccc(OC)c(OC)c2)c2cc(OC)c(OC)cc21 (centres undefined),5%
CC(=O)OC[C@@H]1O[C@H](CCO/N=C(\C)CCN2CCCCc3nc(C)c(C)cc32)C=C[C@@H]1OC(C)=O,-1%[12.9 µM]
CCc1cc2c(nc1CC)CCN(CC/C(C)=N/O[C@@H](C)CN1CCCCc3nc(C)c(C)cc31)C2,-5%[12.9 µM]
OCC1OC(c2ccccc2)C=CC1Oc1ccc(C2CCCC2)cc1 (centres undefined),-1%[12.9 µM]

# Additional results follow:
SMILES,Giardia FBPA inh
NCCCP(=O)(O)O,-1%
O=C(Oc1ccccc1)N1CCC2(CCCN(Cc3ccccc3)C2)CC1,7%
O=c1c(-c2ccc(F)c(F)c2)nc2cncnc2n1Cc1ccccc1Cl,-2%
[N-]=[N+]=Nc1ccc(C(=O)CSC[C@H](NC(=O)CC[C@H](N)C(=O)O)C(=O)NCC(=O)O)cc1,2%
C[C@@H]1/C=C\CC(=O)OC[C@H]2O[C@@H](C=C[C@@H]2O)[C@H](C)/C=C\CC(=O)OC[C@H]2O[C@H]1C=C[C@@H]2O,0%[12.9 µM]
COc1ccc2[nH]cc(CCNc3cc(-c4cccnc4)ncn3)c2c1,-11%
Cc1cnc(CNc2cc(-c3cccnc3)ncn2)cn1,5%
CN(C)c1ccc(-c2cc(Nc3ccc(F)cc3)ncn2)cc1,?
CC(=O)Nc1ccc(SCC(CC(C)C)N2CCN(CC(C)C)CCC2=O)cc1 (centres undefined),2%
CCN(CC)/[N+]([O-])=N/O,1%
